MCL1-BIM inh: MCL1-BIM-BH3 interaction inhibition (human); Q07820; inhibition, % at 10.9 µM; 0.68% of 320,000 active; GST-MCL1 / FITC-Bim-BH3 fluorescence polarization;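 active = inhibition above the mean inhibition of all tested compounds plus 3 SD, set per campaign, cut at about 40% in these data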;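 note: 0% = DMSO wells and 100% = unlabeled Bim-BH3 peptide control; higher means more loss of mP so more displacement of Bim peptide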
Bcl-xL primary: inhibitors of human Bcl-xL; Q07817; GST-Bcl-xL / FITC-Bim BH3 peptide fluorescence polarization; inhibition, % at 10.9 µM; 0.7% of 320,000 active;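 active = inhibition above the mean of all tested compounds plus 3 SD, cutoff set per campaign, cut at about 30% in these data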;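 note: 0% = DMSO wells and 100% = unlabeled Bim-BH3 peptide competitor; inhibitors lower millipolarization by displacing the labeled peptide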
Target sequence (Q07817 whole entry, looked up): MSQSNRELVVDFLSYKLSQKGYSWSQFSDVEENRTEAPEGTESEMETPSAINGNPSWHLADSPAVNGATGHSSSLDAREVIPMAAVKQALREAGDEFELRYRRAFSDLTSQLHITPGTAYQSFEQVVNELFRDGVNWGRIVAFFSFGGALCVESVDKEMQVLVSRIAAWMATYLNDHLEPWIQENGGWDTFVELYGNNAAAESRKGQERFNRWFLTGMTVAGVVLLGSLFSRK
MEX-5 binding: C. elegans MEX-5 TCR-2 RNA binding activity. Q9XUB2. MEX-5/FITC-TCR2 RNA binding, fluorescence polarization; hits give low values. activity score (negative = inhibition of binding), % at 10 µM. 0.38% of 300,000 active. AID 1832;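 active = inhibition past about -25% in most replicates, and total fluorescence under double the plate's negative control median, limit read from the data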;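 note: 0% = DMSO and -100% = 5 µM competing unlabeled TCR2 RNA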
Target sequence (Q9XUB2 whole entry, looked up): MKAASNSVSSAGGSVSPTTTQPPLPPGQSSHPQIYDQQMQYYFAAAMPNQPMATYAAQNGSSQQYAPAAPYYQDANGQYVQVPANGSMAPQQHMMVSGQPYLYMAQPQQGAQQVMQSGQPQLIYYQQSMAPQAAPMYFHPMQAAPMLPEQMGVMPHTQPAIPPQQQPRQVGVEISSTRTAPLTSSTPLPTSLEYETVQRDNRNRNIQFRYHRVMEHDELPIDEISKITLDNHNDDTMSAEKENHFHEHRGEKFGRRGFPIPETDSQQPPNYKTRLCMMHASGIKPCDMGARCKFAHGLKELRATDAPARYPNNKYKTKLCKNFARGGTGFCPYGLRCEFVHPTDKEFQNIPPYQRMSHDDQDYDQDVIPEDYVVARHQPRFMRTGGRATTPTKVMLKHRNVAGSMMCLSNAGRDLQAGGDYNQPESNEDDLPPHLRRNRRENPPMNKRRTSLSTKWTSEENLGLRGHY
AGP1-GFP MLPCN: yeast TOR pathway AGP1-GFP modulation; S. cerevisiae AGP1-GFP multiplex flow cytometry, 3 h; GFP as percent of DMSO wells; GFP response vs DMSO, % at 10 µM; 0.02% of 320,000 active; AID 2066;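 active = GFP response relative to DMSO above a set limit, near screen average plus 3 SD, cut at about 150% in these data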;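 note: median GFP channel fluorescence of the gated AGP1 strain per well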
CIT2-GFP yeast: alters CIT2-GFP fluorescence in TOR pathway yeast screen; S. cerevisiae CIT2-GFP strain, flow cytometry, 3 h; 100 means same as DMSO wells; GFP response vs DMSO, % at 10 µM; 0.065% of 320,000 active; AID 2029;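 active = GFP response relative to DMSO above a set limit, near the screen mean plus 3 SD, cut at about 150% in these data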;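 note: ratio of well median GFP fluorescence to mean of DMSO wells on the plate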
GRK2 aptamer HTS: blocks RNA aptamer binding to human GRK2; P25098; bead flow cytometry, FAM-aptamer displacement from GRK2; inhibition of aptamer binding, % at 10 µM; 0.59% of 330,000 active; AID 488847;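 active = inhibition of aptamer binding above 40%, roughly 3 SD of noise, on plates passing a quality check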;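 note: median bead fluorescence of bound FAM aptamer so fluorescent compounds give negative values; no value below 0 was filed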
GLD-1 TGE inh: GLD-1-TGE RNA interaction inhibition (C. elegans); inhibition, % at 5.96 µM; purified GLD-1 + fluorescein TGE RNA, fluorescence polarization; AID 2280; Q17339; 0.44% of 320,000 active;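 active = percent inhibition above a per-plate cutoff, the plate mean of test compounds plus 3 SD, cut at about 30% in these data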;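 note: 0% = DMSO wells with GLD-1 and probe and 100% = wells lacking GLD-1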
VLA-4 inh: inhibition in a human VLA-4 binding assay; VLA-4 expressing cells, ligand binding flow cytometry; inhibition, % (about 7 µM as worked out from the volumes in the protocol); 0.2% of 330,000 active; in the data active = inhibition above about 50%
Fam108B counter: counter-screen for RBBP9 inhibitors: inhibitors of mouse Fam108B; recombinant Fam108B, FP-Rh probe fluorescence polarization; inhibition, % at 9.51 µM; 0.33% of 300,000 active;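 active = inhibition above the screen mean inhibition plus 3 SD, computed separately per campaign, cut at about 18% in these data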;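 note: inhibitors lower polarization as less probe binds the enzyme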
The depositor's hits bear a star; . = no result given.

SMILES	MCL1-BIM inh	Bcl-xL primary	MEX-5 binding	AGP1-GFP MLPCN	CIT2-GFP yeast	GRK2 aptamer HTS	GLD-1 TGE inh	VLA-4 inh	Fam108B counter
Cc1cccc(NC(=O)[C@@H]2CCCN2S(=O)(=O)c2ccc(Cl)cc2)c1	.	.	.	91	102	0	8	-16	.
CCOC(=O)N1CCN(C(=O)CSc2nnc(COc3ccc(Cl)cc3)o2)CC1	0	1	1.6	106	102	5	5	3	1
O=C(CNC(c1ccccc1)c1ccccc1)Nc1cc([N+](=O)[O-])ccc1Cl	2	2	2.3	90	93	0	4	5	-9
N=c1oc2ccc3ccccc3c2cc1-c1nc(-c2ccccc2)cs1	-9	1	-7.9	80	83	3	-2	-20	-3
CC(C)(C)NC(=O)C(=O)N/N=C/c1ccc(F)cc1	-2	1	-1.8	106	102	1	-1	0	-5
O=C(c1ccc(Cl)cc1)N1CCCC(c2ccccc2)=N1	1	3	0.8	90	97	2	10	-6	-2
COc1ccc2c(c1OC)C(=O)OC2n1c(O)c(N=NC(C)=O)c2ccccc21 (centres undefined)	-3	6	0.6	96	95	1	5	0	1
COc1ccc(C(CNC(=O)c2ccc(S(=O)(=O)N3CCCC3)cc2)N(C)C)cc1OC (centres undefined)	-2	-2	2.3	97	91	0	1	30	0
Cc1cccc(OCC(=O)N/N=C/C=C/c2ccco2)c1	30	11	-0.4	95	81	1	2	12	-3
CC(CN1CCOCC1)OC(=O)/C=C/c1ccccc1 (centres undefined)	-3	1	3.3	96	99	1	0	4	2

Arranged by count of non-hydrogen atoms (ascending): four of the compounds above.
SMILES	MCL1-BIM inh	Bcl-xL primary	MEX-5 binding	AGP1-GFP MLPCN	CIT2-GFP yeast	GRK2 aptamer HTS	GLD-1 TGE inh	VLA-4 inh	Fam108B counter
CC(CN1CCOCC1)OC(=O)/C=C/c1ccccc1 (centres undefined)	-3	1	3.3	96	99	1	0	4	2
Cc1cccc(OCC(=O)N/N=C/C=C/c2ccco2)c1	30	11	-0.4	95	81	1	2	12	-3
N=c1oc2ccc3ccccc3c2cc1-c1nc(-c2ccccc2)cs1	-9	1	-7.9	80	83	3	-2	-20	-3
O=C(CNC(c1ccccc1)c1ccccc1)Nc1cc([N+](=O)[O-])ccc1Cl	2	2	2.3	90	93	0	4	5	-9

(list continues)
SMILES	MCL1-BIM inh	Bcl-xL primary	MEX-5 binding	AGP1-GFP MLPCN	CIT2-GFP yeast	GRK2 aptamer HTS	GLD-1 TGE inh	VLA-4 inh	Fam108B counter
Cc1ccc(S(=O)(=O)c2nc(S(C)(=O)=O)sc2N2CCC(C)CC2)cc1	4	4	-2.5	101	103	3	-6	10	-1
CCOC(=O)c1ccccc1NC(=O)COc1ccccc1	-4	-1	0.4	88	80	1	-12	7	-2
CC1(C)Cc2nc3oc4c(N(CCO)Cc5ccccc5)ncnc4c3cc2CO1	-2	5	0.8	102	96	1	-9	-6	0
COc1ccc(OC)c(C(=O)Cn2c3[n+](c4ccc(C(F)(F)F)cc42)CCCCC3)c1	3	4	2.2	103	102	0	4	14	1
COc1ccc(C(=O)Nc2cc(C)nn2-c2ccc(C)cc2)cc1	5	5	2.6	97	108	0	-1	-4	5
COCCCN1C(=O)c2ccc(C(=O)OCC(=O)N(CCC#N)c3cc(C)cc(C)c3)cc2C1=O	-7	-2	0.8	106	94	1	2	-1	0
CC1=NN(C(=O)Cc2ccc([N+](=O)[O-])cc2)C(O)(c2ccccc2)C1 (centres undefined)	25	-1	-0.3	93	86	0	-5	3	-1
O=C(CCCCCC(=O)N(CCO)CCO)N(CCO)CCO	1	6	0.7	112	104	0	-8	15	-2
CCOc1ccc(-n2c(=O)c3c4c(sc3n(CC(=O)NCC3CCCO3)c2=O)CCCC4)cc1 (centres undefined)	1	1	-0.6	110	104	0	10	8	-2
COC(=O)c1sc2ncccc2c1OCc1ccc(Cl)cc1Cl	5	0	1.7	95	92	2	3	7	-4
O=C1c2ccccc2-c2cccc(C(=O)N3CCN(C(=O)c4ccccc4)CC3)c21	-3	1	-1.8	104	98	0	1	3	1
CC(C)CN(C(=O)COC(=O)c1c(Cl)ccc(Cl)c1Cl)C1CCS(=O)(=O)C1 (centres undefined)	1	2	-1.3	103	117	3	-6	6	-2
Cc1ccc(NC(=O)Cc2nc(-c3c[nH]c(C(=O)N4CCCC4)c3)cs2)c(C)c1	2	4	.	99	92	0	-1	-4	.
COc1cc(C(C)=O)ccc1OCC(O)CN1CCN(c2ccccn2)CC1 (centres undefined)	2	2	-1.3	95	94	0	3	-7	3
O=c1c[n+]([O-])c2ccccc2n1OCc1ccccn1	-9	5	-2.2	107	105	10	-38	4	1
Cc1ccc(C(=O)Nc2nc(-c3ccccn3)cs2)cc1S(=O)(=O)N1CCOCC1	18	20	.	99	94	0	4	-15	.
COc1ccc(NC(=O)c2ccc3c(c2)C(=O)N(Cc2cccnc2)C3=O)cc1	-3	-3	-2.8	103	105	1	9	4	-2
O=C(CCC(=O)c1cccs1)NCc1ccccc1Cl	.	.	.	101	101	0	4	-7	.
O=S1(=O)N=C(c2ccccc2)c2ccccc21	1	1	.	102	98	0	2	3	-3
O=[N+]([O-])c1ccc2n[nH]nc2c1	-1	2	-1.2	108	100	3	2	2	-1

Single records, as listed above:
Shown for `O=c1c[n+]([O-])c2ccccc2n1OCc1ccccn1` = MCL1-BIM inh: -9; Bcl-xL primary: 5; MEX-5 binding: -2.2; AGP1-GFP MLPCN: 107; CIT2-GFP yeast: 105; GRK2 aptamer HTS: 10; GLD-1 TGE inh: -38; VLA-4 inh: 4; Fam108B counter: 1
Shown for `O=C(CCC(=O)c1cccs1)NCc1ccccc1Cl` = MCL1-BIM inh: .; Bcl-xL primary: .; MEX-5 binding: .; AGP1-GFP MLPCN: 101; CIT2-GFP yeast: 101; GRK2 aptamer HTS: 0; GLD-1 TGE inh: 4; VLA-4 inh: -7; Fam108B counter: .

Later entries.
SMILES	MCL1-BIM inh	Bcl-xL primary	MEX-5 binding	AGP1-GFP MLPCN	CIT2-GFP yeast	GRK2 aptamer HTS	GLD-1 TGE inh	VLA-4 inh	Fam108B counter
CCCCC1(c2ccc(F)cc2)NC(=O)N(CC(=O)N2CCN(C(=O)c3ccco3)CC2)C1=O (centres undefined)	-3	1	0.5	104	104	2	5	4	-2
OCC1(CCc2ccccc2)CCN(Cc2ccccc2Cl)CC1	-3	3	0.7	104	98	0	3	8	4
CSCCC(NC(=O)c1ccccc1Cl)C(=O)N1CCN(C(C)=O)CC1 (centres undefined)	1	4	.	112	103	1	4	39	.
O=[N+]([O-])c1cccc(/C=C/c2nc[nH]c2[N+](=O)[O-])c1	-7	2	-2.0	100	94	1	2	0	6
CSc1ccc(CN(C)CC(=O)Nc2ccc(NC(C)=O)cc2)cc1	-6	-8	1.6	100	97	0	8	-7	2
O=C(CN1CCN(C(=O)c2ccco2)CC1)N1CCc2[nH]c3ccccc3c2C1	30	36*	-7.4	105	105	0	-17	-4	0
CC(C)=CCC/C(C)=C/CCC(C)NCCN1CCNCC1 (centres undefined)	5	7	4.5	98	98	0	2	6	-2
COc1ccccc1CNC(=O)COC(=O)CSc1ccc(F)cc1	0	2	1.2	116	109	0	6	-5	-1
Cc1ccc(NC(=O)C2=CCN(S(=O)(=O)c3ccc(F)cc3)CC2)cc1	4	2	-1.1	99	96	0	-1	28	-1
CCc1nnc(NS(=O)(=O)c2ccc(NC(=O)c3ccccc3C)cc2)s1	6	6	-1.4	107	102	0	2	10	6
CCCC[C@H]1COCCS(=O)(=O)N1Cc1ccc(C)cc1	4	7	2.9	93	96	0	-5	-8	11
CC1=NN(c2ccccc2)C(=O)/C1=C/c1ccc[nH]1	2	3	1.6	89	94	0	-1	13	4
Cc1ccc(-c2cn(-c3ccc(SC(F)F)cc3)c3[n+]2CCC3)cc1	2	2	-0.4	103	107	0	-8	-8	0
CC1CCCC(C)N1C(=O)COC(=O)Cc1ccc(Cl)cc1 (centres undefined)	-1	-3	-2.4	90	90	0	-9	5	-4
O=C(CCNS(=O)(=O)c1ccc(Br)cc1)NC1CCC(O)CC1 (centres undefined)	-2	-3	.	100	90	4	3	-3	.
Cc1ccccc1CSc1ccc2nnc(-c3ccccn3)n2n1	12	11	-2.7	98	104	1	1	-8	5
COc1ccc(CCNc2ccc(C(CC(N)=O)NC(=O)c3cc(OC)ccc3OC)cc2[N+](=O)[O-])cc1 (centres undefined)	5	5	-1.0	77	64	0	5	30	2
COc1ccccc1N(CC(O)CN1CCC(C)CC1)S(=O)(=O)c1ccccc1 (centres undefined)	-2	6	-0.1	100	104	0	4	-7	2
O=C(Nc1cc(C(=O)N2CCCC2)ccc1N1CCCC1)c1ccccc1F	3	1	-0.5	108	114	0	3	-5	-3
O=C(O)CCc1ccc(-c2ccc(F)cc2)n1CCC(=O)O	6	5	-3.3	104	98	2	7	1	0
O=C(CCC(=O)Nc1cccc2ccccc12)N/N=C/c1ccco1	-6	0	-1.1	97	102	0	2	1	1
Oc1ccc(N=Cc2ccc(-c3cccs3)s2)cc1	23	19	1.0	98	94	0	10	-3	28*
COc1ccc(Cl)cc1NC(=O)N1CCN(CCc2ccccc2)CC1	-6	-1	-2.4	99	100	1	0	6	1
Nc1nc(SCCN2C(=O)c3ccccc3C2=O)n[nH]1	-2	2	0.0	88	105	3	-5	14	-4
Cc1ccc(NS(=O)(=O)c2ccc3[nH]c(=O)[nH]c3c2)cc1	2	3	-0.8	107	95	1	-4	0	0
Cc1cc(=O)n(C)c2ccccc12	3	6	1.0	106	100	0	-4	9	1
COc1ccc(OCC(O)CN(C)C(=O)/C=C/c2cccc([N+](=O)[O-])c2)cc1 (centres undefined)	4	3	1.0	95	97	3	8	0	-2
COc1ccc(CNc2nc(C)cc(C)c2C#N)cc1	-10	-1	1.4	91	98	0	1	8	-1
COc1cc(C(=O)NCCOc2ccc(Cl)cc2)ccc1OCc1c(C)noc1C	0	-2	.	101	98	0	1	-6	.
CCNC(=O)O/N=C(\C)c1sc(-c2ccccc2)nc1C	-2	4	.	88	95	0	7	8	1
CC(=O)c1ccccc1OC(=O)c1ccc([N+](=O)[O-])o1	2	1	-2.9	81	99	0	6	6	-4
O=C1CC(c2ccccc2)CC(=O)N1c1ccccc1	-3	1	-0.5	98	99	2	4	9	1
COC(=O)C1=C(C)N(CCCC(=O)O)C(=O)NC1c1ccc(C(F)(F)F)cc1 (centres undefined)	-4	7	2.4	87	77	2	-1	2	-2
COC(=O)c1ccccc1NC(=O)C1CCCC1	5	6	2.2	99	91	0	-7	1	-1

From PubChem
